Screens: PubChem, Small Molecule Screening Facility, UW Madison
RMI-FANCM inh: inhibitors of human RMI core complex binding to FANCM MM2; actives 0.58% (n = 70,000); Fluorescence polarization, RMI core complex with F-MM2 peptide; hits give low values; FP signal (polarization) at 33 µM; in the data active means FP signal below about 40; further: inactives centre near 61; strong numbers were not always called active; unit not given here
* = called active by the depositor; & = joins results of further samples.

SMILES	RMI-FANCM inh
Cc1cc(C)c(C)c(S(=O)(=O)Nc2ccc3c(c2)OCO3)c1C	71
O=c1[nH]sc2ccccc12	63
C=CCn1c(SCC(=O)Nc2nc(-c3ccccc3)ns2)nc2sc3c(c2c1=O)CCC3	74
Cc1cc(C)c(S(=O)(=O)Nc2cccc3ccccc23)c(C)c1	59
O=C(CSc1n[nH]c(=O)c2cc(-c3ccco3)nn12)c1ccc2c(c1)OCO2	83
Cc1ccc(N2CCN(CC(O)COc3ccc4ccccc4c3)CC2)cc1Cl (stereo not drawn)	58
CCCOc1ccc(/C=N\NC(=O)Cc2nc3ccccc3[nH]2)cc1	64
Brc1ccc(C=Nc2ccccc2-c2nc3ccccc3[nH]2)cc1	62
CCOC(=O)Cn1c(=NC(=O)c2cc(C)n(CC)n2)sc2cc(F)ccc21	63
Cn1ccc(C(=O)Nc2ccc(-c3nc4ccccc4s3)c(O)c2)n1	90
Cc1nn(C2CCS(=O)(=O)C2)c2nc(-c3ccco3)cc(C(=O)Nc3ccc(F)c(F)c3)c12 (stereo not drawn)	69
CC1(C)[C@H]2CC[C@@]1(C)C(=O)C2	65
[O-][n+]1c2ccccc2[n+]([O-])c2cc(O)ccc21	49
O=C(Nc1cccc(Cl)c1)Nc1nc(CCC(=O)N2CCc3ccccc32)cs1	76
Cn1c(CSc2ccnc3cc(Cl)ccc23)nnc1SCC(=O)c1ccc(F)cc1	57&57
O=C(O)CCNc1ccc(Cl)cc1	57
COc1cc(CCC(C)NC(=O)Cc2ccccc2)ccc1OC(=O)Cc1ccccc1 (stereo not drawn)	61
O=C1Nc2ccccc2SC1c1ccccc1 (stereo not drawn)	62
CCN(CC)S(=O)(=O)c1ccc(C(=O)N=c2sc3cc4c(cc3n2C)OCO4)cc1	95
O=C(Nc1ccc(OC(F)(F)F)cc1)Nc1nnc(C(F)(F)F)s1	57
O=C(Nc1ccc2scnc2c1)c1ccccc1F	52
Cc1cccc(NC(=O)CSc2nnc3ccc(-c4cccnc4)nn23)c1	68
Cc1ccc(NC(=O)CN2CCC(C(=O)NC3CC3)CC2)c(C)c1	58
Cc1cc(=O)[nH]c(-n2ncc(C(=O)Nc3ccc(F)cc3F)c2C)n1	61
O=C(NCCn1ncc2c(=O)n(Cc3ccccc3F)cnc21)C12CC3CC(CC(C3)C1)C2	71
SMILES	RMI-FANCM inh
CN(c1ccc(Br)cc1)c1nc(=O)c2cccnc2s1	60
CC(C)(C)n1ncc2c(=O)n(CCC(=O)Nc3ccc(Cl)c(Cl)c3)cnc21	73
CCSc1nnc(NC(=O)c2cccn(OCc3ccc(F)cc3)c2=O)s1	61
COC(=O)NNc1ncnc2c1nnn2C	55
Cc1noc(C)c1CCC(=O)O	56
COc1cc2sc(=NC(=O)c3ccnn3C)n(CCSC)c2cc1OC	64
CC(NC(=O)Cc1csc(Nc2ccc(S(C)(=O)=O)cc2)n1)c1ccccc1 (stereo not drawn)	70
FC(F)Oc1ccc(NC(=S)NCc2ccccc2)cc1	62
Oc1ccccc1C=Nc1n[nH]c2ccccc12	56
CSc1ccc(-c2nc3c(c(SC)n2)Cc2ccccc2O3)cc1	60
COc1cc(C)ccc1OCC(=O)N1CCN(c2ccc3nncn3n2)CC1	76
Cc1ccc(NC(=O)Cn2cnc3c(-c4ccccc4)csc3c2=O)c(Cl)c1	83
O=C(O)c1ccc2c(=O)n(Cc3ccccc3Cl)c(=S)[nH]c2c1	52
COc1ccc(S(=O)(=O)N2CCOC23CCNCC3)cc1	71
Cc1oc(S(=O)(=O)N2CCOCC2)cc1C(=O)NCCNc1ncccc1C(F)(F)F	55
O=C1OC(COc2ccc(Br)cc2)CN1c1ccccc1 (stereo not drawn)	58
FC(F)(F)c1ccc(N2CCOCC2)nc1	62
CC(C)CNC(=S)NCCNC(=O)OC(C)(C)C	56
O=C(O)CC1(CC(=O)Nc2cccnc2)CCCCC1	56
COc1ccc(-c2csc(NC(=O)Cc3ccc(S(C)(=O)=O)cc3)n2)c(OC)c1	52
O=C(Cc1csc(Nc2cccc(Cl)c2)n1)NCc1ccccn1	63
COc1ccc(CC(=O)NCCc2ccc(N3CCCC3)cc2)cc1	67
O=C(Nc1cccc([N+](=O)[O-])c1)NC1CCS(=O)(=O)C1 (stereo not drawn)	58
CSc1c2c(nc3cc(-c4cccs4)nn13)CC(C)(C)CC2=O	45
c1ccc(Cn2c(-c3nnco3)cc3ccccc32)cc1	72
SMILES	RMI-FANCM inh
O=C1OCc2cccc3cccc1c23	60
CC1C(=O)N2CCCc3cc(NC(=O)C(=O)NCCc4c[nH]c5ccccc45)cc1c32 (stereo not drawn)	59&55
O=C(CSc1ccc(NC(=O)C2CC2)nn1)NCCc1ccccc1	70
CN(C)CCn1c2c(c(=S)[nH]c1=O)CCC2	58
COc1ccc(N2CCN(C(CNS(=O)(=O)c3cc(F)ccc3F)c3ccco3)CC2)cc1 (stereo not drawn)	57
O=C(O)c1ccc2noc(-c3ccccc3)c2c1	57
S=c1nc(-c2ccccc2)n(CCCn2ccnc2)c2c1CCCC2	58
CCCc1[nH]c(=S)[nH]c(=O)c1C	58
O=S(=O)(NCc1ccc2c(c1)CCO2)c1cccs1	55
CCC(=O)OCC(=O)[C@@]1(OC(=O)CC)[C@@H](C)C[C@H]2[C@@H]3CCC4=CC(=O)C=C[C@]4(C)[C@@]3(Cl)[C@@H](O)C[C@@]21C	52&61
CCN1CCN(c2nc3ccc(OC(=O)c4ccc(S(=O)(=O)N5CCCC5)cc4)cc3s2)CC1	67
Cc1ccc(NC(=O)NCCOc2ccc3nnc(-c4ccccc4)n3n2)cc1C	68
CCOC(=O)c1c(NC(=O)CCCN2C(=O)/C(=C\c3cccs3)SC2=S)sc(C)c1C	66
O=C(CSc1c(-c2ccccc2)[nH]c2ccccc12)NCC1CCCO1 (stereo not drawn)	62
O=C(O)C(F)(F)C(F)(F)C(=O)NCc1cccc(Cl)c1	50
Cc1ccc2nc3sc(NCc4ccccc4)nn3c(=O)c2c1	71
CC(=O)c1ccc(S(=O)(=O)N2CCN(c3ccc4nnc(C)n4n3)CC2)cc1	66
Cc1onc(-c2ccccc2)c1CNS(=O)(=O)c1cnn(-c2ccccc2)c1C	56
O=C(/C=C/c1ccc([N+](=O)[O-])s1)Nc1cccc(-c2nc3ccccc3o2)c1	59
CCCN1CCCc2cc(CCNS(=O)(=O)c3ccc(C)cc3C)ccc21	126
N#CC(CN1CCOCC1)CN1CCOCC1	60
CCOc1ccc(-c2cn3c(CC(=O)NCc4ccc(F)cc4)csc3n2)cc1	68
O=c1c([N+](=O)[O-])c[nH]n(-c2ccccc2)c1=O	54
O=C(COc1ccc(Cl)cc1)Nc1ccc2c(c1)N(C(=O)c1ccco1)CC2	67
O=C(NC1CCS(=O)(=O)C1)C12CC3CC(CC(C3)C1)C2 (stereo not drawn)	50
SMILES	RMI-FANCM inh
COc1ccc(S(=O)(=O)NCCCn2nc(-c3ccco3)ccc2=O)c(OC)c1	67
O=C(Cc1ccc(Cl)c(Cl)c1)OCCN1CCCC1	62
COc1ccc(NC(=O)Cn2ccn(-c3ccc(OC)cc3)c2=O)cc1	62
Cc1c(Nc2ccccc2C(=O)c2ccccc2)nc2ccccc2c1-c1ccccc1	59
CC(=O)Nc1nc(-c2ccc(Cl)c(Cl)c2)cs1	54
NS(=O)(=O)c1cc(Cl)c(Oc2ccc([N+](=O)[O-])cc2Cl)c(Cl)c1	57
COc1ccc(S(=O)(=O)Nc2ccc3oc(-c4ccccc4F)cc(=O)c3c2)cc1	56
Cc1cc(C)c2nc(NC(=O)c3ccc(S(=O)(=O)N4CCOCC4)cc3)sc2c1	56
O=S(=O)(N1CCOCC1)N1CCN(C(c2ccccc2)c2ccccc2)CC1	64
Cc1oc2c(F)c(F)c(F)c(F)c2c1C(N)=O	52
CCOC(=O)c1c(-c2ccc(Cl)cc2)csc1NC(=O)CSc1nnc2ccccn12	71
Cc1[nH]c(=O)cc2cc3c(cc12)c1ccccc1n3C	-70
Cc1nc2ccc(NC(=O)CCc3ccccc3)cc2c(=O)n1-c1ccccc1	63
CN1CCN(c2sc(S(N)(=O)=O)cc2[N+](=O)[O-])CC1	60
O=S(=O)(c1cccc(C(F)(F)F)c1)N1CCN(c2ccc(-c3ccco3)nn2)CC1	83
COc1ccc(C(=O)Nc2ccccc2SC)cc1	60
CC(C)C(=O)Nc1ccc(SCC(=O)Nc2ccc3c(c2)OCO3)nn1	71
S=C(NC1CC2C=CC1C2)N1CCOCC1 (stereo not drawn)	62
N#C/C(=C\NN1CCOCC1)S(=O)(=O)c1cc(C(F)(F)F)cc(C(F)(F)F)c1	50&52
CCOC(=O)c1sc(=S)n(-c2ccccc2)c1NC(C)=O	45
CC(=O)Nc1ccc(NC(=O)c2ccccc2)cn1	57
O=C(Nc1nnc(-c2ccc3c(c2)CCCC3)o1)C1CC1	64
O=S(=O)(Nc1ccc(-n2nc(C(F)(F)F)cc2-c2cccs2)cc1)c1cccc2nonc12	55
CC(C)Sc1c(Cl)cccc1NC(=O)Nc1ccc(Cl)cc1	57
CCc1ccc(OC)c(S(=O)(=O)Nc2ccc3c(c2)N(CCC(C)C)C(=O)C(C)(C)CO3)c1	64

Quoted from the results shown, 19 compounds:
SMILES	RMI-FANCM inh
COc1ccc(S(=O)(=O)NCCCn2nc(-c3ccco3)ccc2=O)c(OC)c1	67
O=C(Cc1ccc(Cl)c(Cl)c1)OCCN1CCCC1	62
COc1ccc(NC(=O)Cn2ccn(-c3ccc(OC)cc3)c2=O)cc1	62
Cc1c(Nc2ccccc2C(=O)c2ccccc2)nc2ccccc2c1-c1ccccc1	59
CC(=O)Nc1nc(-c2ccc(Cl)c(Cl)c2)cs1	54
NS(=O)(=O)c1cc(Cl)c(Oc2ccc([N+](=O)[O-])cc2Cl)c(Cl)c1	57
COc1ccc(S(=O)(=O)Nc2ccc3oc(-c4ccccc4F)cc(=O)c3c2)cc1	56
Cc1cc(C)c2nc(NC(=O)c3ccc(S(=O)(=O)N4CCOCC4)cc3)sc2c1	56
O=S(=O)(N1CCOCC1)N1CCN(C(c2ccccc2)c2ccccc2)CC1	64
Cc1oc2c(F)c(F)c(F)c(F)c2c1C(N)=O	52
CCOC(=O)c1c(-c2ccc(Cl)cc2)csc1NC(=O)CSc1nnc2ccccn12	71
Cc1[nH]c(=O)cc2cc3c(cc12)c1ccccc1n3C	-70
Cc1nc2ccc(NC(=O)CCc3ccccc3)cc2c(=O)n1-c1ccccc1	63
CN1CCN(c2sc(S(N)(=O)=O)cc2[N+](=O)[O-])CC1	60
O=S(=O)(c1cccc(C(F)(F)F)c1)N1CCN(c2ccc(-c3ccco3)nn2)CC1	83
COc1ccc(C(=O)Nc2ccccc2SC)cc1	60
CC(C)C(=O)Nc1ccc(SCC(=O)Nc2ccc3c(c2)OCO3)nn1	71
S=C(NC1CC2C=CC1C2)N1CCOCC1 (stereo not drawn)	62
N#C/C(=C\NN1CCOCC1)S(=O)(=O)c1cc(C(F)(F)F)cc(C(F)(F)F)c1	50&52

Next section
SMILES	RMI-FANCM inh
Cc1ccc(S(=O)(=O)NC(=O)NN2CCCCCC2)cc1	63&57&63&62
O=C(CSc1ccc(NC(=O)c2cccs2)nn1)NCc1ccco1	67
CCOC(=O)c1ccccc1NC(=O)CSc1nccn2nc(-c3ccc(CC)cc3)cc12	88
CS(=O)(=O)Nc1cccc(C2=NN(S(=O)(=O)c3ccc(Cl)cc3)C(c3cccs3)C2)c1 (stereo not drawn)	83
NCc1nnnn1-c1ccccc1	57
O=C(O)CC1(CC(=O)NCc2ccco2)CCCCC1	58
c1ccc2c(c1)sc1nncn12	54
O=C(CSc1ccc(-c2ccc(Br)cc2)nn1)NCc1ccco1	61
Clc1ccc2nc(NCc3ccccn3)sc2c1	66
CC(=O)Nc1cccc(NC(=O)CSc2nc(CC(=O)NCc3ccccc3)cs2)c1	68
COc1cn(C)c(C(=O)Nc2ccc(OC(F)(F)F)cc2)cc1=O	61
Cc1cc(C(=O)CCl)c(C)n1-c1cccc(F)c1	76
CCc1c(C)oc2cc3ccccc3c-2c1C	55
O=C(Nc1cccc(-c2nc3ccccc3o2)c1)c1coc2ccccc2c1=O	62
COc1cc(OC(C)=O)c(-c2cc(OC(C)=O)c(OC)cc2OC(C)=O)cc1OC(C)=O	47
CN(C)c1ccc(C(=S)N2CCN(C(=S)NC(=O)c3ccccc3)CC2)cc1	59
CC(=O)Nc1ccc(/C=C(\C#N)c2ccc([N+](=O)[O-])cc2)cc1	84
CCc1ccc(OC)c(S(=O)(=O)Nc2ccc3c(c2)N(C)C(=O)C(C)(C)CO3)c1	64
O=C(Cc1cccs1)NCCn1nc(-c2cccs2)ccc1=O	65
OC[C@H]1O[C@@](CO)(O[C@@H]2O[C@H](CO)[C@@H](O)[C@H](O)[C@H]2O)[C@@H](O[C@@H]2O[C@H](CO)[C@@H](O)[C@H](O)[C@H]2O)[C@@H]1O	64
COc1ccc(NC(=S)N/N=C\c2cccnc2)cc1	54
O=C(NCCc1ccc(N2CCCC2)cc1)C(=O)Nc1ccon1	151
CC(C)(C)S(=O)(=O)c1ccc2nn(CC(=O)Nc3ccc(Br)cc3)c(=O)n2n1	115
O=C(CSc1cn(CCNC(=O)c2ccc([N+](=O)[O-])cc2)c2ccccc12)Nc1ccc2c(c1)OCCO2	56
N#CCC(=O)NCc1ccco1	61
SMILES	RMI-FANCM inh
CCOc1ccc(-n2cc[nH]c2=S)cc1	67
CC1CN(C2=NCCN2)CC(C)O1 (stereo not drawn)	55
O=C1CS/C(=C/C(=O)N2CCCC2)N1	54
CN(CCCC(=O)NCc1cccnc1)S(=O)(=O)c1ccc2c(c1)C(=O)c1ccccc1C2=O	63
CCOC(=O)[C@H](CCCN=C(N)N)NC(=O)c1ccccc1	61
Cc1cc(OCc2nnc(-c3ccc4ccccc4c3)o2)c2nncn2n1	57&63
CC(C)NC(=O)C(=O)NCC(=O)N1CCOC(c2ccccc2)C1 (stereo not drawn)	73
COc1ccc(CC(=O)N2CCN(c3ccc(F)cc3)CC2)cc1	65
NC(=O)CSc1nnc2ccccn12	71
O=C(Nc1ccc2c(c1)CN(C(=O)C1CC1)CC2)c1ccc(F)cc1	67
O=C1CC(c2cccs2)CC(O)=C1C=Nc1cccc(C(F)(F)F)c1 (stereo not drawn)	59
O=C1CNC(=O)N1CC(O)Cn1c2ccccc2c2ccccc21 (stereo not drawn)	57
O=C(NCc1cccs1)c1csc(Nc2ccccc2)n1	64
C#CCOC(=O)Nc1cnc(Sc2ccccc2)c(C(F)(F)F)c1	62
O=C(Cn1cnc(-c2ccccc2)cc1=O)NCc1ccccc1Cl	89

Not all compounds are listed. The share of hits here may be higher or lower than overall.
